M. tuberculosis GlmU – inhibition of mycobacterial GlmU enzyme – biochemical, glucosamine-1-phosphate acetyltransferase (AID 1376); M. tuberculosis GlmU acetyltransferase enzyme assay; higher % means a stronger effect; Bifunctional protein GlmU (Mycobacterium tuberculosis (strain ATCC 25618 / H37Rv)); one-dose inhibition, %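 (tested at 30 µM in the primary screen)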; IC50 in µM for titrated hits; hit rate 0.25% among 220,000; in the data active = inhibition above about 13%;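 note: 0% = complete reaction with vehicle and 100% = reaction without substrate; strong numbers were not always called active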
RmlCD inh 1536 – M. tuberculosis RmlC/RmlD coupled enzyme inhibitors, primary screen, biochemical, compound mixtures, 384-well, from 1536-well plates; inhibition, % at 3.6 µM; hit rate 0.03% among 160,000; AID 1533, 2009; RmlC+RmlD coupled enzyme assay, percent inhibition; primary screen in compound mixtures; in the data active = inhibition mostly above about 34%, no sharp cut-off; note: some results filed as inactive read as strong as hits
Target sequence (P9WH09 whole entry, looked up): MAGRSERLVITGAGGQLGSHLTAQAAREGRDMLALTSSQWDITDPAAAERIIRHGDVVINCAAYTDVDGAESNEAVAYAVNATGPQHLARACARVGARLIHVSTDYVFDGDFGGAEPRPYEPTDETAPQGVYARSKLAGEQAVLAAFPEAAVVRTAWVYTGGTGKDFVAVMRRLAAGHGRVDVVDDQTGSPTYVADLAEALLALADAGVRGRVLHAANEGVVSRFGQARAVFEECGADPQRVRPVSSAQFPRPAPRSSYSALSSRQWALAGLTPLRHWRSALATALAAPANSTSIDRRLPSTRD
Target sequence (P9WH11 whole entry, looked up): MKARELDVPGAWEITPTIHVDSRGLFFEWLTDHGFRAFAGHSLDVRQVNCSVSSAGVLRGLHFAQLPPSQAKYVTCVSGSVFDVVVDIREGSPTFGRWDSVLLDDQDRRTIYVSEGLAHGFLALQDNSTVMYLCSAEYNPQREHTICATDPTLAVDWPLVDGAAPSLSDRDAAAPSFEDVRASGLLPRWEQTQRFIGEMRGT
Starred values were filed as active, the others as inactive; . = not tested or not shown.

SMILES | M. tuberculosis GlmU | RmlCD inh 1536
Cc1cc(C)cc(NC(=O)Nc2ccc3c(c2)N(C)C(=O)CS3)c1 | 0.6% | .
COc1cccc(/C=C/C(=O)c2cccc([N+](=O)[O-])c2)c1OC | -2.2% | 0.6
CC1(C)CC(=O)/C(=C(\O)Cc2ccccc2)C(=NCCCCCC(=O)O)C1 | 1.5% | 8.5
O=C(Cc1n[nH]c(=O)[nH]c1=O)N/N=C/c1ccccc1 | -2.0% | .
CSc1cccc(NC(=O)/C=C/c2ccco2)c1 | 1.2% | 14.6
CCC(Sc1nc2c(cnn2-c2ccc(Cl)cc2)c(=O)[nH]1)C(=O)OC (stereo unspecified) | 7.9% | 17.6
CCOC(=O)Cn1nnc2c(sc3nc4c(c(-c5ccc(Cl)cc5)c32)CCC4)c1=O | -2.0% | 8.6
O=[N+]([O-])c1ccc(N/N=C/c2c[nH]c3ccccc23)c(S(=O)(=O)Nc2ccc(Cl)cc2)c1 | . | 3.9
COC(=O)CC1(C(=O)OC)Oc2ccc(Br)cc2C(=O)N1c1ccc(Br)cc1Cl (stereo unspecified) | -0.7% | -15.0
CCOC(=O)c1[nH]cnc1C(=O)NCc1ccccc1 | 1.3% | 9.7
CCOC(=O)C1(Cc2ccccc2)CCCN(Cc2ccncc2)C1 (stereo unspecified) | -0.5% | -11.0
Cc1cc(C)nc(SCc2ccc(C(=O)NN=C3C4CC5CC(C4)CC3C5)cc2)n1 | -1.3% | 75.0
O=C(CCNS(=O)(=O)c1cccc2nsnc12)NCc1cccs1 | 3.0% | .
CCC(C)NCCCCOc1cc(C)cc(C(C)C)c1 (stereo unspecified) | -2.0% | .
O=C(COc1ccccc1)NC(=S)Nc1cccc([N+](=O)[O-])c1 | 7.4% | -8.1
COc1ccc(N(CCC#N)S(=O)(=O)c2ccc(Cl)cc2)cc1 | 1.7% | 8.7
COc1ccc(C2=NOC(C(=O)NC(C)C)C2)cc1 (stereo unspecified) | 0.5% | 3.1
CCN(C(=O)c1cc2ccccc2oc1=O)c1cccc(C)c1 | 3.2% | .
CCOc1ccccc1NC(=O)CCS(=O)(=O)c1ccc(OC)cc1 | 1.8% | -12.8
CCOC(=O)c1sc(NC(=O)Nc2ccc(Cl)cc2)nc1C | -4.0% | .
CCc1nc(N2CCN(Cc3ccc4c(c3)OCO4)CC2)c2oc3ccccc3c2n1 | 6.7% | .
OCc1cnc[nH]1 | 3.0% | .
COc1cccc(C(=O)N2CCN(C(=O)c3cccs3)CC2)c1OC | 3.5% | .
CCC/C(=N\NC(=O)c1csc(C)c1C)c1cccs1 | -4.0% | .
Cc1nn(C(=O)c2cccc([N+](=O)[O-])c2)c(C)c1Sc1ccccc1 | 3.2% | -49.5

The listing continues.
SMILES | M. tuberculosis GlmU | RmlCD inh 1536
CC(NC(=O)COC(=O)c1ccc2c(c1)OCO2)c1ccccc1 (stereo unspecified) | 2.8% | 6.3
Cc1cc(C)n2nc(SCC(=O)c3c(N)n(CC(C)C)c(=O)n(C)c3=O)nc2n1 | -4.1% | -5.1
CCCc1nc2cc(Cl)c([N+](=O)[O-])cc2o1 | 0.8% | 3.6
NC(=O)c1c[nH]c2ccccc12 | -5.0% | 2.1
CC(C)Cc1nc2ccccc2[nH]1 | 2.2% | 6.0
COc1ccccc1NNC(=O)c1cccnc1Oc1ccccc1 | -6.3% | 5.9
Cc1ccc2ccc(C)[n+](CCCS(=O)(=O)[O-])c2c1 | 7.0% | -11.2
CN(C)S(=O)(=O)c1cccc(NC(=S)N2CCc3ccccc32)c1 | -2.4% | 9.2
O=C(O)c1ccc(COCC(F)(F)F)cc1 | 3.5% | 12.8
O=C(CCNC(=O)Cn1cnc2ccccc2c1=O)NCCC1=CCCCC1 | -3.8% | .
O=C(COC(=O)Cc1ccc(Br)cc1)NC1CCCCC1 | -1.7% | 7.3
O=C(OCC#CCSc1nc2ccccc2o1)c1cc2ccccc2o1 | 1.2% | .
CC1(C)OC(=O)N(Cc2ccco2)C1(C)O (stereo unspecified) | 1.5% | 21.3
CCN1CCCC1CNc1ncnc2c1[nH]c1ccc(Cl)cc12 (stereo unspecified) | -13.8% | -2.2
COCCCNC(=O)c1ccc(Cn2c(=O)c3ccccc3n(CC(=O)NCc3ccco3)c2=O)cc1 | 9.7% | -7.6
CN1CCN(c2ccc(-c3ccnn3C(=O)Nc3ccccc3)cc2)CC1 | 4.5% | 2.5
Cc1ccc(S(=O)(=O)C/N=C(/NC(=S)N(c2ccccc2)c2ccccc2)c2ccccc2)cc1 | 4.6% | -27.5
O=c1[nH]c(CN2CCN(c3ccccn3)CC2)nc2c(Br)cc(Br)cc12 | -0.1% | .
Cc1ccccc1-n1cc(-c2ccc(Br)cc2)nc1SCC(N)=O | -2.5% | 6.8
CN(C(=O)COC(=O)c1ccccc1C(=O)N1CCN(c2ccccc2)CC1)c1ccccc1 | 7.8% | 9.0
CN(CC(=O)NC1CCCCC1)S(=O)(=O)c1cccc2nsnc12 | -0.3% | -11.0
CN(C1CC(C)(C)N(O)C(C)(C)C1)S(=O)(=O)CC12CCC(CC1=O)C2(C)C (stereo unspecified) | -7.5% | 9.6
O=C1NC(=S)NC(=O)C1=Cc1ccc2c(c1)CCN2CCCCl | 2.5% | 12.9
COc1ccc(/C=N/NC(=O)CSc2ccccn2)cc1OC | 5.7% | -4.3
C=CCNS(=O)(=O)c1sccc1/C=N/O | -0.9% | .

Some of the entries above, set out differently:
| structure | M. tuberculosis GlmU | RmlCD inh 1536 |
| --- | --- | --- |
| CN(C1CC(C)(C)N(O)C(C)(C)C1)S(=O)(=O)CC12CCC(CC1=O)C2(C)C (stereo unspecified) | -7.5% | 9.6 |
| COc1ccccc1NNC(=O)c1cccnc1Oc1ccccc1 | -6.3% | 5.9 |
| Cc1cc(C)n2nc(SCC(=O)c3c(N)n(CC(C)C)c(=O)n(C)c3=O)nc2n1 | -4.1% | -5.1 |
| O=C(COC(=O)Cc1ccc(Br)cc1)NC1CCCCC1 | -1.7% | 7.3 |

(continued)
SMILES | M. tuberculosis GlmU | RmlCD inh 1536
CC(C(=O)Nc1ccc2c(c1)OCCO2)c1ccc([N+](=O)[O-])cc1 (stereo unspecified) | 1.9% | .
CCC1(CC)NC(=O)N(CC(=O)OCC(=O)Nc2ccc(C(F)(F)F)cc2)C1=O | . | 8.0
CN1C(=O)c2ccc(NC(=O)C3CCCCC3)cc2C1=O | 8.7% | 2.6
O=c1[nH]c2cc3c(cc2cc1CN(Cc1cccnc1)Cc1nnnn1Cc1ccco1)OCCO3 | -0.3% | .
COc1ccc(N2CCN(C(=O)Cn3nnc(-c4ccc(OC)c(OC)c4)n3)CC2)cc1 | -0.5% | .
COC(=O)c1c(-c2ccccc2)noc1C | 4.0% | 3.2
CNC(=O)/C(C#N)=C/c1cccc(Oc2ccccc2)c1 | -3.0% | .
O=C(O)CCCCCNCc1c(Cl)cccc1Cl | 6.1% | .
COc1ccc(Cc2nnc(N/N=C/c3ccc(C)o3)[nH]c2=O)cc1 | 2.5% | -12.0
S=C(NCc1ccco1)N1CCN(C/C=C/c2ccccc2)CC1 | -5.4% | -13.0
O=C(COC(=O)c1ccccc1OCC(=O)Nc1ccc(Br)cc1)Nc1ccccc1 | -3.4% | -5.9
CCCNS(=O)(=O)c1ccc2c(c1)n(C)c(=O)n2C | 2.2% | 70.9
C/C=C/COC(=O)c1[nH]c2c(c1C)C(=O)CC(c1ccc(N(C)C)cc1)C2 (stereo unspecified) | -8.0% | 5.5
CCCN(CCC)c1ccc(CC(=O)NC(C)Cc2ccccc2)cc1 (stereo unspecified) | 0.9% | .
Cc1cc(OCC(=O)Nc2ccc3c(c2)OCCO3)cc(C)c1Cl | 1.2% | 12.5
O=[N+]([O-])c1ccccc1SNc1ccc(Br)cn1 | -0.3% | -9.8
CCOc1cc(-c2nc(-c3ccccc3)c(-c3cc([N+](=O)[O-])ccc3C)[nH]2)ccc1O | -0.3% | 16.9
O=C(OCc1ccccc1)N1CCCC1/C=C/CN1CCOCC1 (stereo unspecified) | -4.7% | -6.9
NNC(=S)Nc1c(F)cc(F)cc1Br | 4.9% | 2.2
O=C(Nc1ccc(C(F)(F)F)cc1)C1CC(=O)N(c2ccc3c(c2)OCCO3)C1 (stereo unspecified) | 3.1% | 2.6
Cc1[nH]c2ccccc2c1/C=N/NC(=O)CNC(=O)COc1ccccc1 | 1.4% | -6.8
COC(=O)Cc1csc(Nc2ccccc2)n1 | 4.3% | 4.6
CCCCOC(=O)c1ccc(NC(=O)c2c(OC)cccc2OC)cc1 | 4.6% | 4.3
O=C(c1cnc(-c2ccccc2)s1)c1ccc(Cl)cc1Cl | 3.6% | 16.5
CCOP(=O)(C#CC(C)(C)C)C(C)(O)c1ccccc1 (stereo unspecified) | -2.7% | 30.3

Grouped by structure, the entries above with a CF3 group
SMILES | M. tuberculosis GlmU | RmlCD inh 1536
O=C(O)c1ccc(COCC(F)(F)F)cc1 | 3.5% | 12.8
CCC1(CC)NC(=O)N(CC(=O)OCC(=O)Nc2ccc(C(F)(F)F)cc2)C1=O | . | 8.0
O=C(Nc1ccc(C(F)(F)F)cc1)C1CC(=O)N(c2ccc3c(c2)OCCO3)C1 (stereo unspecified) | 3.1% | 2.6

More entries:
SMILES | M. tuberculosis GlmU | RmlCD inh 1536
Cc1ccc(C(=O)N/C(=C\c2cccs2)C(=O)NCCc2c[nH]c3ccccc23)cc1 | -1.1% | 9.6
O=C(NCc1ccccc1)c1cccc(S(=O)(=O)N2CCOCC2)c1 | 35.2% | -5.2
Cc1cc(C)n2cc(CSc3nnc(-c4ccccc4)o3)nc2n1 | 1.2% | .
Cc1c(C(=O)N/N=C/c2ccncc2)no[n+]1[O-] | 2.2% | -9.8
CN(C)c1ccc(/C=C/c2cccc[n+]2[O-])cc1 | 3.4% | -4.9
COc1cccc(C(=O)Nc2ccc(S(=O)(=O)Nc3cc(C)nc(C)n3)cc2)c1 | 1.2% | 10.6
CC(=O)Nc1ccc(NC(=O)CSc2ccc3nnc(CCNC(=O)c4ccccc4)n3n2)cc1 | 4.3% | 16.1
Cc1cccc(S(=O)(=O)NCCc2ccccc2)c1 | -2.1% | 6.3
O=C(CSc1nccc(-c2cccs2)n1)Nc1cccc(Cl)c1 | 3.3% | 8.2
O=C(Nc1ccc(C(=O)N2CCOCC2)cc1)c1cc(-c2cccnc2)nc2ccc(Br)cc12 | -6.2% | -3.5
CCCN=C1CC(C)(C)CC(=O)/C1=C(/O)CCC | -4.6% | -7.7
CN(C)c1oc(-c2ccccc2)nc1C#N | -6.3% | .
Cc1cc(C(=O)CSc2nc(N)cc(N)n2)c(C)n1C1CC1 | 2.8% | 2.8
N#CCCn1cc(C(=O)Nc2ccccc2Br)c(-c2ccc3c(c2)OCCO3)n1 | 2.2% | -8.0
Cc1ccn2c(=O)cc(C)nc2c1 | 2.1% | 3.6
O=S(=O)(c1ccccc1)N1C2CCC1CC(O)(c1cccnc1)C2 (stereo unspecified) | -6.1% | .
O=C(NCCN1CCCC1)c1ccc(CS(=O)(=O)c2c(Cl)cccc2Cl)o1 | -10.2% | -11.0
Cc1ccc(CCNC(=O)C2CC(c3ccc(C(F)(F)F)cc3)=NO2)cc1 (stereo unspecified) | 3.4% | .
Cc1cccc(N=Nc2c(C)c(C#N)c(O)[nH]c2=O)c1 | 1.3% | .
CCOC(=O)c1ccccc1OCc1cc(/C=N/NC(=O)c2cccnc2)ccc1OC | -5.7% | 4.7
COCc1cc(=O)n2c([nH]c3ccccc32)c1C#N | 4.9% | -5.4
CC(=O)NC(Cc1c[nH]c2ccccc12)C(=O)N/N=C/c1ccccc1 (stereo unspecified) | -4.0% | 5.5
Cc1cccc(C)c1NC(=O)Nc1ccc(S(N)(=O)=O)cc1 | 3.0% | -9.1
O=C(Nc1ccccc1Cl)Oc1ccc(Cl)cc1Cl | 3.8% | -8.3
Cc1nc2ccc(F)cc2cc1C(=O)NCc1ccco1 | -1.0% | 6.1

Structures above containing a COOH group, in the order listed:
SMILES | M. tuberculosis GlmU | RmlCD inh 1536
CC1(C)CC(=O)/C(=C(\O)Cc2ccccc2)C(=NCCCCCC(=O)O)C1 | 1.5% | 8.5
O=C(O)c1ccc(COCC(F)(F)F)cc1 | 3.5% | 12.8
O=C(O)CCCCCNCc1c(Cl)cccc1Cl | 6.1% | .

Later entries.
SMILES | M. tuberculosis GlmU | RmlCD inh 1536
CC1CCCN(C(=O)c2cc(N3C(=O)C4C5CCC(C5)C4C3=O)ccc2Cl)C1 (stereo unspecified) | 3.2% | -10.5
O=C1CCCC2=C1C(c1cn(-c3ccccc3)nc1-c1cccs1)c1c([nH]c(=O)[nH]c1=O)N2 (stereo unspecified) | 4.1% | .
CC(C)(C)NCc1cccn1-c1sc2c(c1C#N)CCCC2 | -1.9% | 4.3
Cc1ccccc1OCC(=O)N/N=C1\CCOc2c(C)cccc21 | -3.4% | 17.5
CSc1ccccc1-n1nnnc1SCC(=O)NCc1cccs1 | -0.7% | -5.7
O=c1[nH]cnc2scc(C3COc4ccccc4O3)c12 (stereo unspecified) | -4.6% | .
O=C1c2ccccc2-c2ccc(C(=O)N3CCCCC3)cc21 | -3.3% | -18.3
COc1cccc(NC(=O)CSc2ncnc3c2oc2ccccc23)c1 | -10.2% | 4.3
O=C(CCn1c(=O)oc2ccccc21)NCCC1=CCCCC1 | 1.8% | -8.3
CC(C)=CCCC1=CCC(/C(C)=N/NC(N)=O)CC1 (stereo unspecified) | 4.9% | .
COc1ccc2[nH]c(C(=O)O)c(CCC(=O)O)c2c1 | 2.3% | -9.1
COC(=O)CSc1nc2cc3c(cc2cc1C)OCO3 | 1.1% | -7.8
O=C(O)c1ccc(N2CCCC2=O)cc1 | 5.6% | .
NC(=O)Nn1c(CCC(=O)O)ccc1-c1ccc(Cl)cc1 | 1.4% | .
Cn1c(=O)oc2cc(S(=O)(=O)Nc3cccc4c3CCCC4)ccc21 | -2.3% | 10.4

Assay outcomes (PubChem BioAssay)

A portion of the library. The share of hits here may be higher or lower than overall.
